M4 PAM: potentiates acetylcholine response at human M4 receptor. P08173. CHO-K1 hM4/Gqi5, Fluo-8 calcium fluorescence, ACh EC20; 0% = ACh EC20, 100% = maximal ACh. activation, % at 3 µM. 360,000 tested, 0.4% active;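 active = activation above its plate's cutoff, the mean activation of sample wells plus 3 SD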; also: some results filed as inactive read as strong as hits
Target sequence (P08173 whole entry, looked up): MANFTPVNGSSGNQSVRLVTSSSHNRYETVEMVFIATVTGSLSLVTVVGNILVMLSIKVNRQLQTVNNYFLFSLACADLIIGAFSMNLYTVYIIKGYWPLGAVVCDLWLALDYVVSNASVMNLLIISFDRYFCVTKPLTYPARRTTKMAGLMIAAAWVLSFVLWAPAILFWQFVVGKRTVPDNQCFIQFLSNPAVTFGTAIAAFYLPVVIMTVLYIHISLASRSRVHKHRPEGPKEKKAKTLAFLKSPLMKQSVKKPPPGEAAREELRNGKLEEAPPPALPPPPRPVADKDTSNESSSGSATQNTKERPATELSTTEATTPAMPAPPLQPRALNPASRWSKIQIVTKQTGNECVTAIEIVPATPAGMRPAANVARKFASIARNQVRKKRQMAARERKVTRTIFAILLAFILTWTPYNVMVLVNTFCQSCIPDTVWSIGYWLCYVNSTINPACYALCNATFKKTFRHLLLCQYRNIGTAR
M4 ag: CHRM4 agonism in calcium assay | activation, % at 3 µM | CHO-K1 hM4/Gqi5, Fluo-8 calcium fluorescence; vehicle 0%, full acetylcholine response 100% | P08173 | AID 624127 | 360,000 tested, 0.14% active;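 active = activation above the run mean over all test wells plus 3 SD, cut at about 32% in these data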;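 also: peak over basal fluorescence ratio per well then scaled between controls; 0% = DMSO wells and 100% = acetylcholine at EC100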
CHO-K1 Ca PAM: M1 PAM counterscreen hit in parental CHO-K1 cells; ATP EC20, Fluo-8 calcium fluorescence; 0% at ATP EC20, 100% at ATP max; activation, % at 3 µM; 360,000 tested, 0.02% active; AID 602247;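 active = activation above the run cutoff, the mean activation of all test compounds plus 3 SD, cut at about 40% in these data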;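 also: peak over basal fluorescence ratio in a 140 s read after ATP addition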
M5 antag: CHRM5 antagonism in calcium assay; P08912; CHO-hM5 cells, Fluo-8 calcium fluorescence, ACh EC80; inhibition, % at 3 µM; 360,000 tested, 0.59% active; AID 624040;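 active = inhibition above a per-plate cutoff, the mean of that plate's test compounds plus 3 SD, cut at about 27% in these data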;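 also: 0% = acetylcholine EC80 with DMSO and 100% = DMSO without agonist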
Target sequence (P08912 whole entry, looked up): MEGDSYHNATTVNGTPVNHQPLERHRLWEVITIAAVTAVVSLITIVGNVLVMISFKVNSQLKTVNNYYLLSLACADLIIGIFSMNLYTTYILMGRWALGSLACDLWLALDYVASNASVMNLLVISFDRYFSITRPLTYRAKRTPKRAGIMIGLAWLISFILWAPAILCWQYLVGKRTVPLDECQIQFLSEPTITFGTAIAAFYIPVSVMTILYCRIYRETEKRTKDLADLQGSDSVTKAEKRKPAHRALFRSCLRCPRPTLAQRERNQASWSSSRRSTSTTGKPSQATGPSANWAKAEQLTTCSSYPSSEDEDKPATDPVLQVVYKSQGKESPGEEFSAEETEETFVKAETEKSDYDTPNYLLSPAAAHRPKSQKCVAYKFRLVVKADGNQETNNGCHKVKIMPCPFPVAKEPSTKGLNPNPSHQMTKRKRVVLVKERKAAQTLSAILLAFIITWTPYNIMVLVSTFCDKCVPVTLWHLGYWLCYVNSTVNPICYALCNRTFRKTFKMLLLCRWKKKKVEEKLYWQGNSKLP
CHRM5 agonist: CHRM5 agonism in calcium assay; CHO-K1 hM5 cells, Fluo-8 calcium fluorescence; 0% DMSO wells, 100% maximal acetylcholine response; activation, % at 3 µM; 360,000 tested, 0.19% active; AID 624037;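 active = activation above the run's mean over test compounds plus 3 SD, cut at about 23% in these data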;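 also: signal is peak over basal fluorescence ratio across the kinetic read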
CHRM5 PAM: positive allosteric modulators of human muscarinic M5 receptor; 360,000 tested, 0.3% active; CHO-K1 hM5, Fluo-8 calcium, ACh EC20 PAM; 0% = ACh EC20, 100% = ACh EC100; AID 624038; P08912; activation, % at 3 µM;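 active = activation above the run cutoff, the mean activation of all test compounds plus 3 SD, cut at about 18% in these data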
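system = human M5 receptor in CHO-K1 cells | reagent = EC20 acetylcholine as agonist stimulus | compound dosing = single-point, 3 µM nominal | incubation = Fluo-8 loading 80 min at 37 °C plus 30 min room temperature | detection = Fluo-8 calcium dye fluorescence, kinetic read | benchmarks = low control EC20 acetylcholine (0%), high control EC100 acetylcholine (100%)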
M1 ag parental: nonselective activator or artifact in parental CHO-K1 cells; Fluo-8 calcium fluorescence; scaled to maximal ATP response, vehicle zero; activation, % at 3 µM; 360,000 tested, 0.48% active; AID 602248; in the data active = activation above about 15%;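 also: untransfected CHO-K1 host cells lacking M1 receptor as counterscreen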
M4 antag: antagonists of human muscarinic M4 receptor (CHRM4) | P08173 | CHO-hM4 cells, ACh EC80, Fluo-8 calcium fluorescence | 360,000 tested, 0.73% active | AID 624125 | inhibition, % at 3 µM;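 active = inhibition above its plate's cutoff, the mean inhibition of sample wells plus 3 SD, cut at about 27% in these data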;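 also: 0% = acetylcholine EC80 with DMSO and 100% = DMSO without agonist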
CHO-K1 Ca antag: counter-screen for M1 antagonists: effect in parental CHO-K1 cells. ATP-induced calcium, Fluo-8 fluorescence. inhibition, % at 3 µM. 360,000 tested, 0.6% active;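 active = inhibition above a per-plate cutoff, the plate's mean sample inhibition plus 3 SD, cut at about 24% in these data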;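 also: 0% = DMSO plus EC80 ATP and 100% = DMSO alone without ATP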
Active calls of the source: *; · = not tested or not shown.

SMILES	M4 PAM	M4 ag	CHO-K1 Ca PAM	M5 antag	CHRM5 agonist	CHRM5 PAM	M1 ag parental	M4 antag	CHO-K1 Ca antag
CCSc1nc2ccccc2c(=O)n1-c1c(C)n(C)n(-c2ccccc2)c1=O	-4	-1	12	-2	0	5	0.0	-8	-6
O=C1CSC(c2ccc([N+](=O)[O-])cc2)N1c1ccccc1F (stereo unspecified)	-7	7	10	2	-4	-3	3.6	-2	-10
CC(C)NC(=O)C(=O)NCCCN1CCOCC1	7	2	10	-11	0	3	0.5	-3	-10
O=C(CSc1nnc(Nc2ccccc2)s1)Nc1ccc(S(=O)(=O)N2CCOCC2)cc1	-9	8	1	-1	0	-12	7.8	-9	13
S=c1[nH]c(-c2cccs2)cn1-c1ccccc1	-2	2	8	-7	-4	5	-0.3	1	-5
COCCCN1C(=O)C(=O)/C(=C(/O)c2ccc3c(c2)OCCO3)C1c1ccc(C(=O)OC)cc1 (stereo unspecified)	11	1	-7	3	-2	3	0.2	-7	-3
CC1CCCN(CC(O)CN)C1 (stereo unspecified)	-2	0	13	5	-2	-5	0.6	2	-4
CCN(CC)CCN(C(=O)c1ccc(C(=O)c2ccccc2)cc1)c1nc2cc3c(cc2s1)OCO3	-5	0	2	5	-4	-7	1.1	14	-7
CC(C)(C)[C@@H]1C=C(C(=O)O)O[C@H](OCc2ccc(CO)cc2)C1	1	1	21	5	2	8	1.6	-3	-12
Cc1cccc(C(=O)Nc2sc3c(c2C(=O)O)CCC3)c1	13	0	15	-2	-4	6	0.1	1	-17
COC(=O)c1cc(Br)c(=O)n(Cc2ccco2)c1	-1	-1	3	2	-2	-2	0.5	10	-11
Cc1ccccc1C(=O)OCc1cnc(Cl)s1	3	1	12	4	0	3	0.5	1	-12
Cn1c(SCC(=O)CC(=O)Nc2ccccc2)nnc1-c1ccc(O)cc1	4	4	3	0	4	4	1.0	-3	-11
O=C(NCCN1CCN(c2ccccc2)CC1)c1ccc(NC(=O)C2CCCO2)cc1 (stereo unspecified)	3	2	17	-2	0	3	0.8	4	-8
Cc1cccc(-n2cc(-c3ccccc3)c3c(N4CCOCC4)ncnc32)c1	-9	8	-8	14	3	-15	4.8	13	1
CCCOc1ccc(/C=N/Nc2ccc(C(=O)O)cc2)c(OCCC)c1	6	-2	2	10	-5	7	-0.2	1	-10
C[C@H](CO)N1C[C@H](C)[C@@H](CN(C)S(=O)(=O)c2ccc(F)cc2)Oc2ccc(NC(=O)Cc3cn(C)c4ccccc34)cc2C1=O	5	-2	7	9	1	-1	-0.2	6	-1
CCOc1ccc(NC(=S)Nc2ccc(Br)cc2Cl)cc1	5	0	10	10	-3	-3	0.4	-3	-6
CC(C)CN(C(=O)COC(=O)c1ccc2c(c1)NC(=O)CS2)C1CCS(=O)(=O)C1 (stereo unspecified)	4	0	5	-7	-2	-3	0.5	-5	-14
O=C(Nc1cc(S(=O)(=O)N2CCOCC2)ccc1N1CCCCC1)c1ccc(Cl)cc1	-6	2	11	4	0	-1	1.9	-1	-5

Results in M1 ag parental and CHO-K1 Ca PAM, for two of the compounds above:
SMILES | M1 ag parental | CHO-K1 Ca PAM
CCOc1ccc(NC(=S)Nc2ccc(Br)cc2Cl)cc1 | 0.4 | 10
CC(C)CN(C(=O)COC(=O)c1ccc2c(c1)NC(=O)CS2)C1CCS(=O)(=O)C1 (stereo unspecified) | 0.5 | 5

(next part)
SMILES	M4 PAM	M4 ag	CHO-K1 Ca PAM	M5 antag	CHRM5 agonist	CHRM5 PAM	M1 ag parental	M4 antag	CHO-K1 Ca antag
Cn1c(-c2ccccc2)c(CCO)c2ccccc21	2	-3	-3	-8	-3	2	-0.3	14	12
Cc1nn(C)c(NC(=O)c2ccc(Cl)cc2Cl)c1Br	-5	3	14	5	-2	5	4.9	5	-12
Cc1ccc(-c2cc(C(=O)Nc3cnn(C45CC6CC(CC(C6)C4)C5)c3)no2)cc1	11	4	8	-3	2	4	-0.2	3	-9
O=C(c1ccc(C(=O)N2CCCc3ccccc32)nc1)N1CCCc2ccccc21	9	1	14	2	1	-1	1.1	-2	-12
CC(C)=CC1C(C(=O)NCCc2ccccc2)C1(C)C (stereo unspecified)	-11	-1	-15	13	-5	-12	0.1	1	1
S=c1[nH]nc(Nc2ccccc2)s1	-2	1	7	-11	-3	5	-0.1	-2	4
O=C(Nc1cc(Cl)cc(Cl)c1)c1ccno1	0	7	11	-2	12	-7	3.1	-7	-8
COc1ccc(-c2nnc3sc(CCN4C(=O)c5ccccc5C4=O)nn23)cc1	-11	6	4	0	2	-11	1.6	-2	10
O=C(c1ccc(CS(=O)(=O)c2ccc(Br)cc2)o1)N1CCCC1	-4	4	8	4	7	-7	5.0	5	10
CC1=CC(C2CC(=O)N(c3ccccc3C)C2=O)CC2C(=O)N(c3ccccc3C)C(=O)C12 (stereo unspecified)	-1	5	6	-1	1	-1	6.5	-13	6
NC(=O)CSc1nnc(-c2ccco2)n1-c1ccccc1	0	0	-2	7	0	0	0.7	10	0
CCSc1nnc(NC(=O)C(C)Sc2nc3ccccc3[nH]2)s1 (stereo unspecified)	1	1	20	4	4	-6	1.5	6	-6
CC(C)C(=O)NNC(=O)CSc1ncnc2c1cnn2-c1ccccc1Cl	3	0	10	4	-2	1	2.6	5	-8
CN(CC(=O)Nc1ccccc1Br)C(=O)CNC(=O)Cc1cccc2ccccc12	-1	2	17	-3	-4	8	1.4	-6	-9
O=C(NCc1ccc(F)cc1)C(=O)c1cn(CC(=O)N2CCCC2)c2ccccc12	6	5	0	15	-4	-6	1.6	-2	-1
CCC(=O)c1ccc(N2CCCC2)c(F)c1	-2	1	3	-6	-6	-2	0.4	-8	-2
COc1ccccc1/C=C/C=N/N1CCN(Cc2cccc3ccccc23)CC1	-3	0	-1	1	-1	-4	-0.4	0	-8
CCOc1ccc(CCN2C(=O)C(=O)N([C@@H](Cc3ccccc3)CN3CCC[C@H]3CN3C(=O)C(=O)NC[C@@H]3Cc3ccccc3)C[C@@H]2Cc2ccccc2)cc1	7	-1	8	7	-1	-4	-0.1	8	-7
COc1ccc(NC(=O)c2cc(SC)ccc2Cl)cc1	-3	0	7	4	-4	-2	0.2	6	-5
O=C(c1ccco1)N1CCN(C23CC4CC(CC(C4)C2)C3)CC1	-9	2	-2	10	-7	-6	0.3	1	3

Among those listed so far, two have a thiophene ring, fused or not:
SMILES	M4 PAM	M4 ag	CHO-K1 Ca PAM	M5 antag	CHRM5 agonist	CHRM5 PAM	M1 ag parental	M4 antag	CHO-K1 Ca antag
S=c1[nH]c(-c2cccs2)cn1-c1ccccc1	-2	2	8	-7	-4	5	-0.3	1	-5
Cc1cccc(C(=O)Nc2sc3c(c2C(=O)O)CCC3)c1	13	0	15	-2	-4	6	0.1	1	-17

Further compounds:
SMILES	M4 PAM	M4 ag	CHO-K1 Ca PAM	M5 antag	CHRM5 agonist	CHRM5 PAM	M1 ag parental	M4 antag	CHO-K1 Ca antag
CC1(C)Cc2c(c(-c3ccco3)nc3sc4c(NCCO)ncnc4c23)CO1	-2	4	1	-2	1	-1	0.9	-4	9
CC1=Cc2ccccc2C(C#N)N1C(=O)c1ccccc1 (stereo unspecified)	-4	-2	15	6	-2	-1	-0.3	14	-3
CC(C)c1cn(CC[C@@H]2CC[C@@H](NC(=O)C3CCCCC3)[C@@H](CO)O2)nn1	14	1	·	5	0	3	·	2	·
Cc1onc(-c2ccccc2)c1C(=O)OCC(=O)c1ccc[nH]1	-5	3	-2	-1	-1	-1	1.5	3	-1
C=CCn1c(N)cc(=O)nc1SCC(=O)Nc1ccc(C(=O)OC)cc1	2	1	-1	12	-5	-5	0.2	10	2
Cc1n[nH]c(C)c1CS(=O)(=O)c1ccccc1	0	1	-5	5	-1	0	1.5	0	12
COc1cccc(CN(C)C(=O)c2ccc(N3CCCC3)c([N+](=O)[O-])c2)c1	-1	3	-6	-7	1	5	0.1	-1	10
CCOC(=O)N1CCN(CC(O)COc2c(C)cc(C)cc2C)CC1 (stereo unspecified)	1	0	-8	3	-2	9	0.5	-5	5
CC(=O)N1c2ccc(S(=O)(=O)N3CCC(C(=O)Nc4cc(C)ccn4)CC3)cc2CC1C (stereo unspecified)	-3	7	6	13	0	-4	5.9	5	-13
Cc1ccc(SCC(=O)NNC(=O)CCS(=O)(=O)c2ccccc2)cc1	0	-1	6	6	1	5	1.1	-13	-5
N#C/C(=C\c1cc([N+](=O)[O-])c(N2CCOCC2)cc1N1CCOCC1)c1nc2ccccc2[nH]1	5	2	3	0	-1	1	0.7	8	-9
C/C(=N/OC(=O)c1ccc(F)cc1)c1ccc(C)cc1	-5	-2	15	1	-4	-3	2.3	3	2
COC(=O)[C@H](C)NC(=O)Nc1cccc(Br)c1	1	2	8	1	-2	9	1.4	2	-3
CCN(CC)CCNc1ccc(CO)c2sc3ccccc3c(=O)c12	-5	1	20	6	0	-7	0.2	5	-6
Cc1cc(C)c2c(-n3cccc3)c(C(=O)NNS(=O)(=O)c3ccc(F)cc3)sc2n1	2	1	17	2	0	-4	5.7	0	-1
C[C@H](O)[C@@H]1C(=O)N2CCc3ccc(-c4ccccc4)cc3[C@@H]2C[C@@H]1N(C)C(=O)c1ccco1	4	9	12	-9	0	5	1.3	-22	-12
O=C(NCC1CC1)[C@@H]1C[C@H]1[C@@H](NP(=O)(c1ccccc1)c1ccccc1)c1ccccc1	3	1	3	7	-2	4	-1.0	4	0
Cc1nonc1OCCNCc1c(C(=O)N(C)C)nc2ccc(Cl)cn12	6	0	0	-2	-5	-4	-0.1	-9	6
COc1ccc(C(C)=O)cc1CSc1nc(C)cc(C)n1	10	0	18	0	-3	-1	0.1	-13	-7
CC1CCN(C(=O)CCc2ccc(S(=O)(=O)NC(C)C)cc2)CC1	4	1	10	8	-1	-8	0.8	2	-14
CCN(CC)C(=O)c1cc2cc([N+](=O)[O-])ccc2s1	14	2	13	-9	-6	2	1.0	-16	-11
CC(C)=CCc1cc(-c2oc3cc(O)cc(O)c3c(=O)c2O)ccc1O	1	1	-9	-2	-4	0	0.5	-6	0
Cc1ccc(CN2CCN(c3ccccc3)CC2)o1	0	1	0	7	-3	1	0.3	-5	10
Cc1ccc(NC(=O)c2nc[nH]c2C(=O)NCCCCCCNC(=O)c2[nH]cnc2C(=O)Nc2ccc(C)cc2)cc1	9	0	23	-3	3	5	1.2	10	-18
COc1ccc(Cl)cc1NC(=O)CN(C)C(=O)c1cc2ccccc2cc1O	0	12	13	2	4	-4	2.4	3	1
COc1ccc(C(=O)OCC2CC(c3ccccc3)N(C)O2)cc1 (stereo unspecified)	13	1	17	0	-5	0	1.0	-15	-6
COc1ccccc1CNC(=O)CSc1nc(=O)n(Cc2ccncc2)c2c1CCC2	9	-1	-8	-9	-4	7	-0.5	-15	10
C[C@@]12C(=O)N(Cc3ccco3)CC(=O)N1[C@H]1c3ccccc3OC[C@@H]1[C@@H]2c1ccccc1	-4	7	10	6	3	-3	0.3	-4	-10
CC(C)N1CCc2c(sc(NC(=O)c3ccco3)c2C(N)=O)C1	2	0	19	12	-2	-2	1.3	9	-13
Cc1n[nH]c(C)c1S(=O)(=O)N1CCC(C(=O)Nc2cccc(F)c2)CC1	4	2	22	-6	-4	5	0.6	-4	-15
O=C(c1ccccc1)c1ccc2ccccc2n1	-6	0	11	-11	-7	-3	0.3	1	-7
O=C(CCc1nnc(Cc2ccc(-c3ccccc3)cc2)o1)NCCc1ccccn1	-1	9	7	13	3	-6	7.0	1	1
O=C(CSc1nnc(-c2ccc(O)cc2)o1)Nc1cccc(O)c1	1	1	9	1	1	1	1.6	-2	-8

Compound activity as filed in PubChem BioAssay.
